# ERp5 inh = ERp5 (human) disulfide isomerase inhibition; Q15084; 350,000 tested, 0.05% active; ERp5 insulin aggregation, absorbance 650 nm, 90 min; inhibition, % at 9.99 µM;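 active = mean replicate inhibition above about 25%, with every replicate also reaching it, limit read from the data, passing the limit was not always enough; inconclusive = only one of those two criteria met; inactive = neither criterion met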
# SIRT5 inh = inhibitors of human sirtuin-5 desuccinylase. inhibition, % at 15 µM. Q9NXA8. 330,000 tested, 1.1% active. Purified SirT5, succinyl-peptide AMC, trypsin-coupled fluorescence. AID 652115; in the data active = inhibition above about 15%; inconclusive = no clear call, values can overlap the other calls
# DENV2 CPE rescue = protects cells from dengue virus 2 cytopathic effect. 350,000 tested, 1.7% active. CPE inhibition, % at 9.99 µM. DENV2-infected cells, cytopathic effect rescue, plate reader; in the data active = CPE inhibition above about 20%, passing the limit was not always enough; inconclusive = no clear call, values can overlap the other calls; tested in BHK-21 cells;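 also: 0% = median of neutral control wells and 100% = median of positive control wells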
# miR-122 sensor = blocks miR-122 activity in Huh7 sensor cells | 340,000 tested, 0.3% active | AID 602342 | Huh7 miR-122 Renilla luciferase sensor, 48 h; neutral wells = 0, positive control = 100 | activation (reporter increase), % at 12.5 µM;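 active = mean replicate activation score at least 90 and every replicate individually at or above 90; inconclusive = only one of the two criteria met; inactive = neither criterion met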;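 also: higher luciferase means less miR-122 activity so hits act as miR-122 inhibitors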
# ERAP1 inh = ERAP1 (human) enzyme inhibition; Q9NZ08; recombinant ERAP1, Leu-AMC fluorescence, 60 min; inhibition, % at 10.7 µM; 340,000 tested, 0.15% active; AID 652197;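 active = mean replicate inhibition of at least 30%, or all replicates individually reaching that 30% level; inactive = mean below 30% and not every replicate reaching it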;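 also: 0% = neutral control wells and 100% = L-leucinethiol positive control wells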
# Target sequence (Q9NZ08 whole entry, looked up): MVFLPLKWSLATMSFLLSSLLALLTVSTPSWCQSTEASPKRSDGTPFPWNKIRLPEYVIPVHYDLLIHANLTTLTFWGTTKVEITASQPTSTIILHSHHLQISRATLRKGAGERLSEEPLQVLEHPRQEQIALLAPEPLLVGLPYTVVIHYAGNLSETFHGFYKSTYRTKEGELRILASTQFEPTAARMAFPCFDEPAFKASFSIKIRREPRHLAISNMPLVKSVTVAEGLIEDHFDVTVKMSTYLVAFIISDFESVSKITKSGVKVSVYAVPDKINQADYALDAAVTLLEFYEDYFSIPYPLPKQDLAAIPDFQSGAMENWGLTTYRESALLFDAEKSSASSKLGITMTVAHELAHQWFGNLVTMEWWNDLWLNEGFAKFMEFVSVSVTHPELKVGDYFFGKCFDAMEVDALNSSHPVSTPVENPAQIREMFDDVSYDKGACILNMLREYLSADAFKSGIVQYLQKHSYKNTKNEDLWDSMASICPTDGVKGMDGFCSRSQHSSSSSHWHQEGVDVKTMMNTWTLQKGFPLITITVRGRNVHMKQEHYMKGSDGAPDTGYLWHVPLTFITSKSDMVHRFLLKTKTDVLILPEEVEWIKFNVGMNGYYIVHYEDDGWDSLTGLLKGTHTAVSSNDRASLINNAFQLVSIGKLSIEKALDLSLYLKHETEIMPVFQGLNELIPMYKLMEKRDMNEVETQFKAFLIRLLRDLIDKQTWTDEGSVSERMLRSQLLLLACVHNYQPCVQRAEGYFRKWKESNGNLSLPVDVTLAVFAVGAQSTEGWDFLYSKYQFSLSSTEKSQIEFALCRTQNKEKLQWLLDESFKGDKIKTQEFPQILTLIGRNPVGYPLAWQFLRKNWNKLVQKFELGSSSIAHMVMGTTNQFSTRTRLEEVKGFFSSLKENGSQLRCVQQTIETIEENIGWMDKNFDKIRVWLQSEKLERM
# CFTR F508del cor = CFTR F508del correction in bronchial cells | CFBE cells, YFP halide quenching; stimulated with forskolin plus potentiator P3; % fluorescence drop versus neutral controls | activity (quench increase), % at 7.58 µM | 350,000 tested, 0.36% active;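 active = mean added fluorescence quench of at least 8% versus neutral control, with both replicates also reaching 8%; inconclusive = only one of the mean or replicate conditions met; inactive = mean below 8% and not both replicates reaching 8%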;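 also: cells transiently co-express mutant CFTR-F508del with the halide-sensitive YFP; corrector assay measuring rescue of mutant channel to the surface after 24 h compound exposure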
# Casp6 inh = inhibitors of human caspase-6; P55212; purified caspase-6, Z-VEID-R110 cleavage fluorescence; inhibition, % at 12.5 µM; 350,000 tested, 0.53% active; AID 686996;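 active = mean inhibition across replicates at least about 35%, with every replicate also reaching that limit, limit read from the data; inconclusive = only one of the two criteria met; inactive = neither criterion met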;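 also: 0% = median of neutral control wells and 100% = no fluorescence left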
# An asterisk follows results filed as active; u = inconclusive; x = not tested or not shown; & = joins results of further samples; [ ] = dose if it differs, or a comment. The list is partial; count on the stated rates, not on these rows.
SMILES,ERp5 inh,SIRT5 inh,DENV2 CPE rescue,miR-122 sensor,ERAP1 inh,CFTR F508del cor,Casp6 inh
CSc1ccc(C(=O)C2CCCN(Cc3ccn[nH]3)C2)cc1 (configuration not stated),2,-1,-2,1,-1,0.8,0
N#Cc1cccc(-c2ccc([C@@H]3[C@H](CO)N4CCCCN(C(=O)Cc5ccccc5)C[C@@H]34)cc2)c1,-3,-5,8,-15[16.7 µM],0,-0.6,-1
COc1cc(C=C2C(=O)NC(=O)NC2=O)cc(OC)c1OC,3,-6,12,-8,23,3.3,3
Cc1ccc(-n2c(O)c(C=NCc3ccco3)c(=O)[nH]c2=S)cc1C,8,-3,1,x,-2,1.2,21
O=C(Cc1cccnc1)N1CCCCN2[C@H](CO)[C@H](c3ccc(C#CC4(O)CCCC4)cc3)[C@H]2C1,-5,-2,3,0[16.7 µM],3,0.0,-1
CN(C)[C@@H]1C(=O)C(C(N)=O)=C(O)[C@@]2(O)C(=O)C3=C(O)c4c(O)cccc4[C@@](C)(O)C3[C@H](O)C12 (some centres not stated),2,36*,-7,-5&2,8,-4.6,45*
CN(CCc1nnc(N)s1)[N+](=O)[O-],15,0,1,x,-1,-0.5,-2
COCCNC(=O)N1[C@H]2CC[C@@H]1C(C(=O)OC)=C(c1cccc(C#N)c1)C2,4,9,-1,0,-2,-1.7,-1
C=CC(=O)NCNC(=O)C=C,-3,x,0,-1,-1,2.5,7
C[C@]12CCC3C(CC[C@H]4[C@H](O)[C@H](O)CC[C@]34C)C1CC[C@@H]2O (some centres not stated),2,x,-3,-3,-1,0.9,1
CC(=NCc1ccc2c(c1)OCO2)c1c(O)n(-c2ccccc2)c(=O)[nH]c1=O,1,1,-3,x,x,2.4,0
COC(=O)[C@H]1[C@H](CO)[C@H]2Cn3c(ccc(-c4ccc(F)cc4)c3=O)[C@@H]1N2Cc1cccnc1,4,-11,-3,x,2,x,-1
CCN1CCN(c2ccc(N)c(C)c2)CC1,u,-3,1,14,1,4.1,x
Clc1cccc(N2Cc3cc(-c4ccccc4)ccc3-n3nncc3C2)c1,-7,-2,-5,8,3,1.2,7
Cc1cccc(NC(=O)CN2CCN(C(=O)COc3cccc(Br)c3)CC2)c1C,2,-4,3,x,-1,-1.7,2
O=[N+]([O-])CCO,1,x,-14,2,0,1.3,0
O=c1c2ccccc2nc(/C=C/c2ccc(O)cc2)n1-c1ccccc1O,0,0,0,-7,3,-3.4,1
Cc1cc(N2CCNC[C@@H]2C)ccc1N1CC[C@H](O)C1,-1,x,u,x,1,0.8,-105
COC(=O)[C@@H]1N[C@@H]2c3ccc(C4=CCCC4)c(=O)n3C[C@@H]2[C@H]1CO,2,-7,-16,x,-1,x,0
CC(C)CCn1c(N)c(C(=O)NCc2cccs2)c2nc3ccccc3nc21,-6,-6,-5,0,1,1.0,-1
Cc1ccc(OC(=O)N(C)C[C@@H]2OCc3ccccc3-c3c(n(C)c4ccccc34)C(=O)N([C@H](C)CO)C[C@H]2C)cc1,3,7,-3,x,x,-1.2,2
CC1=C2[C@H]3OC(=O)[C@@H](C)[C@@H]3CC[C@@]2(C)C=CC1=O,10,0,-4,-2,1,-0.4,3
Cc1cccc(-n2c(-c3ccc([N+](=O)[O-])cc3)nc3ccccc3c2=O)c1,2,-2,0,1,0,-3.1,0
COc1ccc(Cn2c(O)c(C=Nc3c(C)n(C)n(-c4ccccc4)c3=O)c(=O)[nH]c2=O)cc1,-5,-3,10,x,5,-1.9,-2
N#CC(=C(O)c1ccc(S(=O)(=O)N(CCCl)CCCl)cc1)c1nc2ccccc2[nH]1,-6,4,10,-7,4,0.1,0
SMILES,ERp5 inh,SIRT5 inh,DENV2 CPE rescue,miR-122 sensor,ERAP1 inh,CFTR F508del cor,Casp6 inh
Cc1cc(/C=C2\C(=O)NC(=O)N(c3ccc(Cl)cc3)C2=O)c(C)n1-c1cccc(C(=O)O)c1,0,6,0,-5,5,3.1,32
CC(C)(C)C(=O)NC1CCSC1=O (configuration not stated),6,-2,9,x,0,-0.1,0
O=S(=O)(NC1CCCCCCC1)OCC(Cl)(Cl)Cl,-1,x,34*,10,x,0.5,3
C[C@]12CC[C@H](O)C[C@H]1CC[C@@H]1C2CC[C@]2(C)[C@@H](C3=CC(=O)OC3)[C@@H](O)C[C@]12O (some centres not stated),-10,x,6,339*,-3,2.7,x
COCc1cc(OC(=O)N(C)C)nc(-c2ccccc2)n1,1,-2,0,-2,0,-3.0,-1
CCN1C(=O)NC(=O)/C(=C\c2cn(CC(=O)N3CCCC3)c3ccccc23)C1=O,-1,-26,-3,-4,1,0.2,4
CN1C(CC(O)c2ccccc2)CCCC1CC(O)c1ccccc1 (configuration not stated),2,0,2,-1,-1,-0.5,-4
COC(=O)[C@H]1[C@H](CO)[C@H]2Cn3c(ccc(-c4ccccc4)c3=O)[C@@H]1N2CC1CCCC1,2,-1,3,x,5,-2.8,0
Cc1c(N=Cc2c(O)n(Cc3ccc(F)cc3)c(=O)[nH]c2=O)c(=O)n(-c2ccccc2)n1C,1,-3,x,-12,3,x,3
O=C(NCC1=C(c2cccc3ccccc23)C[C@@H]2CC[C@H]1N2Cc1ccco1)c1cccnc1,0,-2,2,-2,-1,2.1,2
CC(C)CCN1CCN(Cc2c(F)cccc2Cl)CC1CCO (configuration not stated),-5,-4,x,x,-3,-0.3,3
CCOc1cc2c(cc1OCC)-n1cccc1C(c1cc(C)c(OC)cc1C)NC2 (configuration not stated),3,-4,-3,-8,2,-1.1,-2
O=c1cccc2n1CC1CNCC2C1 (configuration not stated),2,0,-2,-11,-4,0.2,x
COC(=O)C1=C(c2ccccc2)C[C@@H]2CC[C@H]1N2C(=O)NCCS(C)=O (some centres not stated),11,-1,-8,0,1,-7.7,-2
N#Cc1cccc(-c2ccc([C@H]3[C@H]4CN(C(=O)Cc5cccnc5)CCCCN4[C@H]3CO)cc2)c1,2,11,5,-5[16.7 µM],0,-2.6,3
Fc1cccc(F)c1CN1CCN(c2ccc(Cl)cc2)CC1,5,-5,-1,x,-2,3.4,1
O=C(NCCCN1CCOCC1)C(Cl)(Cl)Cl,3,-3,-3,x,0,x,-6
O=C1NCN(c2ccccc2)C12CCN(C(c1cccs1)c1nnnn1Cc1ccccc1)CC2 (configuration not stated),1,4,15,1,-3,2.7,6
CCOC(=O)[C@]12Cc3cc(C)ccc3[C@H]1N(C)C(=O)c1cc(OC)ccc12,-11,-5,-1,x,-1,1.2,6
Nc1ncc([N+](=O)[O-])s1,-1,x,-1,-1,16,-0.4,7
CN1CCc2nc3sc(C(=O)NC4CC4)c(N)c3cc2C1,3,-3,-8,x,-2,2.0,-5
CN1CC2=CC(O)CC3Oc4c(O)ccc(c4[C@]23C)C1 (some centres not stated),4,x,-14,-10,x,-3.9,-1
C/C=C/c1ccc([C@@H]2[C@H]3CN(C(=O)Cc4ccncc4)CCCCN3[C@H]2CO)cc1,-1,1,82*,31[16.7 µM],1,-2.6,1
C[N+]1(CC(COCc2ccccc2)OC(=O)Cc2ccccc2)CCOCC1 (configuration not stated),-2,x,7,x,15,x,-5
COC(=O)C1=C(c2cccc(OCc3ccccc3)c2)C[C@@H]2CC[C@H]1N2C(=O)NCCOc1ccccc1Cl,4,-2,3,-11,0,-0.2,-1
SMILES,ERp5 inh,SIRT5 inh,DENV2 CPE rescue,miR-122 sensor,ERAP1 inh,CFTR F508del cor,Casp6 inh
O=C(CSC1c2ccccc2-c2ccccc21)N/N=C/c1ccccc1,2,2,4,12,0,-4.0,2
Cc1ccccc1CN1CCN(Cc2ccccc2)CC1,8,-1,3,x,4,4.5,-1
CCOc1cc(C(=O)N2CCC3(CC2)OCCO3)cc(OCC)c1OCC,5,0,-12,3,3,-0.1,1
COC(=O)C1=C(c2ccc(Cl)c(C(F)(F)F)c2)C[C@@H]2CC[C@H]1N2C(=O)NCCNC(C)=O,2,x,-11,-1,-3,1.2,0
COc1ccc(-c2cc(=Nc3ccccc3)c3cc(C)ccc3o2)cc1,-6,-5,3,18,0,1.3,-1
COc1ccccc1NC(=O)N1C[C@@H]2C[C@@H](C1)c1cccc(=O)n1C2,-6,x,7,0,x,-6.0,-4
c1ccc(C2CN3CCC2CC3)cc1 (configuration not stated),-1,5,-6,-3,x,-1.0,-4
COC(=O)c1cc(C(O)(C(=O)OC)C(F)(F)F)c(/N=C/N(C)C)s1 (configuration not stated),1,0,6,-6,12,-1.3,1
Fc1ccc(C(OCCN2CCN(CCCc3ccccc3)CC2)c2ccc(F)cc2)cc1,1,-3,-6,8,-10,1.2,4
COc1ccc(C(=O)N2Cc3cnnn3-c3ccccc3C2C#N)cc1 (configuration not stated),2,-3,16,3,1,-5.9,2
CN1[C@@H]2CC[C@H]1CC(OC(=O)C1C=Nc3ccccc31)C2 (some centres not stated),4,1,u,0,-1,1.2,6

# Reformatted: results already given.
Compound	ERp5 inh	SIRT5 inh	DENV2 CPE rescue	miR-122 sensor	ERAP1 inh	CFTR F508del cor	Casp6 inh
CN1CCc2nc3sc(C(=O)NC4CC4)c(N)c3cc2C1	3	-3	-8	x	-2	2.0	-5
CN1CC2=CC(O)CC3Oc4c(O)ccc(c4[C@]23C)C1 (some centres not stated)	4	x	-14	-10	x	-3.9	-1
C/C=C/c1ccc([C@@H]2[C@H]3CN(C(=O)Cc4ccncc4)CCCCN3[C@H]2CO)cc1	-1	1	82*	31[16.7 µM]	1	-2.6	1
C[N+]1(CC(COCc2ccccc2)OC(=O)Cc2ccccc2)CCOCC1 (configuration not stated)	-2	x	7	x	15	x	-5
COC(=O)C1=C(c2cccc(OCc3ccccc3)c2)C[C@@H]2CC[C@H]1N2C(=O)NCCOc1ccccc1Cl	4	-2	3	-11	0	-0.2	-1
O=C(CSC1c2ccccc2-c2ccccc21)N/N=C/c1ccccc1	2	2	4	12	0	-4.0	2
Cc1ccccc1CN1CCN(Cc2ccccc2)CC1	8	-1	3	x	4	4.5	-1
CCOc1cc(C(=O)N2CCC3(CC2)OCCO3)cc(OCC)c1OCC	5	0	-12	3	3	-0.1	1
COC(=O)C1=C(c2ccc(Cl)c(C(F)(F)F)c2)C[C@@H]2CC[C@H]1N2C(=O)NCCNC(C)=O	2	x	-11	-1	-3	1.2	0
COc1ccc(-c2cc(=Nc3ccccc3)c3cc(C)ccc3o2)cc1	-6	-5	3	18	0	1.3	-1
COc1ccccc1NC(=O)N1C[C@@H]2C[C@@H](C1)c1cccc(=O)n1C2	-6	x	7	0	x	-6.0	-4
c1ccc(C2CN3CCC2CC3)cc1 (configuration not stated)	-1	5	-6	-3	x	-1.0	-4
COC(=O)c1cc(C(O)(C(=O)OC)C(F)(F)F)c(/N=C/N(C)C)s1 (configuration not stated)	1	0	6	-6	12	-1.3	1
Fc1ccc(C(OCCN2CCN(CCCc3ccccc3)CC2)c2ccc(F)cc2)cc1	1	-3	-6	8	-10	1.2	4
COc1ccc(C(=O)N2Cc3cnnn3-c3ccccc3C2C#N)cc1 (configuration not stated)	2	-3	16	3	1	-5.9	2
CN1[C@@H]2CC[C@H]1CC(OC(=O)C1C=Nc3ccccc31)C2 (some centres not stated)	4	1	u	0	-1	1.2	6
